FEN1 inh – human FEN1 inhibition; Potency, µM (highest dose often 114 µM), for the others: at the highest dose activity change, negative = inhibition, most hits filed as inhibitors; P39748; actives 0.35% (n = 390,000); Recombinant FEN1 flap cleavage, fluorescence, 15 min; further: nearly all actives have a fitted effect of over 65% in size
Target sequence (P39748 whole entry, looked up): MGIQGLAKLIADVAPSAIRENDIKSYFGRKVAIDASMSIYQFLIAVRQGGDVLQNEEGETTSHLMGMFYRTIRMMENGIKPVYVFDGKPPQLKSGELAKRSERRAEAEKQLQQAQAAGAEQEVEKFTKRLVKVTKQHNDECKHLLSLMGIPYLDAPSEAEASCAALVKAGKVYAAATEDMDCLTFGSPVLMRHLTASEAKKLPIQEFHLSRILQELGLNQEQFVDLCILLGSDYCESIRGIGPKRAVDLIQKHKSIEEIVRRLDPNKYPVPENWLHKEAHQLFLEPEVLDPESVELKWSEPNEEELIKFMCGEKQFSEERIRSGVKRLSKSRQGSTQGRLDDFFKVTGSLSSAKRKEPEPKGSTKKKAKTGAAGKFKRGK
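Steps: FEN1 (10 nM) dispensed; compound added by pin tool; 15 min at room temperature; substrate added to 50 nM final; reads at 0 min and 15 min; data normalized and fitted (four-parameter Hill).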
N370S GC – inhibits or activates N370S mutant glucocerebrosidase. AID 2101. actives 0.092% (n = 330,000). N370S GC spleen homogenate, 4MU-glucoside fluorescence. Potency, µM (series often up to 59.4 µM), for inactives: at the highest dose activity change, negative = inhibition, hits mostly inhibitors. P04062;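 further: 0% = full enzyme activity and -100% = no enzyme basal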
TDP1 inh – TDP1 (human) enzyme inhibition | Q9NUW8 | recombinant TDP1, AlphaScreen DNA substrate cleavage | Potency, µM (doses to about 130 µM), for inactives: top-dose activity change, negative = inhibition, actives largely listed as inhibitors | actives 0.28% (n = 350,000); further: nearly all actives have a fitted effect of over 40% in size
Target sequence (Q9NUW8 whole entry, looked up): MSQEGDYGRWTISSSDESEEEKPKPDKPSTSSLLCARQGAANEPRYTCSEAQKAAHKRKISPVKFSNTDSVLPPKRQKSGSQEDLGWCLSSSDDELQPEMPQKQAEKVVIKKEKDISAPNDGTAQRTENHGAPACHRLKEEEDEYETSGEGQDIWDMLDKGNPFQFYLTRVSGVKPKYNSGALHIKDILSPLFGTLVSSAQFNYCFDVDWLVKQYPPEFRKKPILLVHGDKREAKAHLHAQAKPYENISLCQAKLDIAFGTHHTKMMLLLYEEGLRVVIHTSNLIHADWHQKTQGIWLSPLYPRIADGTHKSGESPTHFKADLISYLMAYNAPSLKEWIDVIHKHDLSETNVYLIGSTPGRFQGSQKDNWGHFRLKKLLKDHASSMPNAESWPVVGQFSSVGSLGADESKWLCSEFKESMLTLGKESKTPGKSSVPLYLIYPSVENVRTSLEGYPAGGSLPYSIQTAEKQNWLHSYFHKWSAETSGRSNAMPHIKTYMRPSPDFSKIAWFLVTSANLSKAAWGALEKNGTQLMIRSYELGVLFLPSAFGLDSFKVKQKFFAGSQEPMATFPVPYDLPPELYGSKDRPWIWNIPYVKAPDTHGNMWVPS
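Steps: enzyme plus compound, 15 min RT; add biotin/phosphotyrosine-FITC oligonucleotide (15 nM final), react 5 min; add donor/acceptor beads (10 ug/ml final), 10 min; read AlphaScreen. Tdp1 at 1 nM final.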
Active calls of the source: *; ? = inconclusive; · = not tested or not shown; & = joins results of further samples; [ ] = dose if it differs, or a comment. The call rests on the fitted dose curve; in most records, active means well fitted curve in the direction sought with a large enough effect; inconclusive means small, poorly fitted or top-dose-only effect, or another doubt; inactive means no such curve, though single readings can be large; an effect the other way counts as inactive or inconclusive. Unless noted, on the % scale 0 is the no-effect control and ±100 the full control effect; potency means the concentration at half of the fitted maximal effect.

SMILES | FEN1 inh | N370S GC | TDP1 inh
CC(C)OC(=O)C1C(=O)CC(C)(O)C(C(=O)OC(C)C)C1c1ccc(F)cc1 (stereo unspecified) | -9.6% | 2.4% | 0.5%
N=S(=O)(O)Cc1noc2ccccc12 | · | 3.8% | 9.5%[56.1 µM]
CCN(CC)S(=O)(=O)c1ccc2c(c1)nc(SCC(=O)N(C)C1CCS(=O)(=O)C1)n2CC (stereo unspecified) | -0.3% | -2.1% | -0.3%
C=CCOc1ccc(C2=NO[C@@H]3[C@@H]4C[C@@H]([C@H]5C(=O)N(C)C(=O)[C@@H]45)[C@H]23)cc1 | 1.7% | -14.7% | 1.3%
CCOc1ccc(N(CC(=O)NC2CCCCC2)S(=O)(=O)c2c(C)noc2C)cc1 | -2.9% | -3.2% | 2.6%
Cc1cccn2c(=O)c(/C=C(\C#N)c3nc4ccccc4s3)c(Oc3ccc(Br)cc3)nc12 | ? | · | -5.3%
CN1Cc2cccc3c2C(Cc2ccccc2S3)C1 (stereo unspecified) | 16.7% | 7.5% | 5.3%
O=c1c([N+](=O)[O-])cccn1Cc1ccccc1Cl | 17.9% | -1.1% | 2.5%
CCn1ncc(Br)c1C(=O)Nc1nccs1 | -0.7% | 1.3% | -2.8%
O=C(N/N=C/c1ccc(Cl)cc1)c1cc2c(s1)-c1ccccc1CC2 | 12.7% | 6.5% | -5.6%
Cc1cc(N2CC34C=CC(O3)C(C(=O)O)C4C2=O)no1 (stereo unspecified) | -0.1% | 7.0% | 4.8%
CCCS(=O)(=O)c1nc(S(=O)(=O)c2ccc(C)cc2)c(NCCCN(C)C)s1 | -4.1% | 11.4% | 8.1%
O=C(COC(=O)c1ccco1)NCc1ccc(Cl)cc1Cl | -0.2% | · | -8.4%
O=C(Nc1ccccc1C(=O)NCCCN1CCOCC1)c1ccc(Cl)cc1 | -5.4% | -11.0% | 6.4%
COc1cccc(CN(C)C(=O)c2ccc(C)c(S(=O)(=O)N3CCCCC3)c2)c1 | -3.4% | · | 2.2%
COc1cccc(NC(CNS(=O)(=O)c2ccc(Cl)cc2)c2ccccc2)c1 (stereo unspecified) | 0.9% | · | 7.6%
Cc1cc(CNC(=O)c2cccnc2Cl)c2ccccc2n1 | -12.3% | 20.2% | 2.5%
COCCCn1c(=O)c2sccc2n2c(CCCC(=O)NC3CCC(C)CC3)nnc12 (stereo unspecified) | -10.9% | · | -2.6%
CC(C)c1nc(-c2ccccn2)no1 | 3.3% | 4.3% | 4.8%
COc1cc(/C=C2\SC(=Nc3cccnc3)NC2=O)cc(OC)c1OC | -16.9% | 1.1% | -8.2%
COc1ccc(C(O)(CC(C)C)C(CN2CCOCC2)c2ccccc2)cc1 (stereo unspecified) | -16.2% | -16.5% | ·
COc1ccc(C(=O)/C=C/c2cn(CC(O)CN(CC(C)C)CC(C)C)c3ccccc23)cc1OC (stereo unspecified) | -16.9% | · | 0.0%
O=C1CCCC(O)=C1C=NCCc1ccccc1 | -8.1% | 2.8% | -4.1%
CS(=O)(=O)N(CC(=O)N1CCCCC1)c1ccc(Cl)c(C(F)(F)F)c1 | -8.3% | 3.3% | -10.5%
O=C1c2ccccc2C(=O)N1c1cccc2ccccc12 | 2.2% | 7.2% | ·
Cc1cccc(-c2cc3nc4c(c(N5CCCC(O)C5)n3n2)CCC4)c1 (stereo unspecified) | ? | 8.2% | 0.0%
CCOC(=O)c1ccc(NC(=O)c2c(NCc3cccs3)sc3c2CCCC3)cc1 | -17.4% | · | 9.5%
Cc1cc(Cl)ccc1NC(=O)C1CCCN1C(=O)c1cccs1 (stereo unspecified) | 1.9% | 3.6% | 1.2%
CN(Cc1cccs1)C(=O)Cn1cnc2ccccc2c1=O | 5.1% | 28.4% | -5.1%
CCC(=O)Nc1ccc(Nc2nc(Cl)nc(Nc3ccc(NC(=O)CC)cc3)n2)cc1 | -15.6% | -7.9% | -2.7%
CCOC(=O)N1CCC(NC(=O)CCC(=O)N2CC(C)Oc3ccc(Cl)cc32)CC1 (stereo unspecified) | -2.7% | -3.4% | 4.6%
COc1ccc(N2CCN(C(c3cc(OC)ccc3OC)c3nnnn3CC3CCCO3)CC2)cc1 (stereo unspecified) | -2.1% | 1.7% | 2.5%
CCCN(CC(=O)Nc1ccccc1C)C(=O)C1CC(=O)N(Cc2ccccc2)C1 (stereo unspecified) | -1.1% | -0.6% | ·
CN(C)c1ccc(P(=O)(OC2CCCCC2)C(Nc2ccccc2)c2cccnc2)cc1 (stereo unspecified) | 2.9% | 11.7% | 5.2%
CC[C@H]1c2[nH]c3ccccc3c2C[C@H]2C(=O)N(c3ccc(F)cc3)C(=O)N21 | -18.6% | -0.9% | ·
CC(=O)c1ccc(NC(=O)C(C)OC(=O)c2ccc(NS(=O)(=O)c3ccc(F)c(F)c3)cc2)cc1 (stereo unspecified) | 8.7% | -9.5% | 2.7%
Cc1ccc(NCc2nnc(SCC(=O)Nc3ccccc3)n2CC2CCCO2)c(C)c1 (stereo unspecified) | 4.3% | 7.4% | 9.3%
O=C(Nn1c(-c2ccncc2)nc2ccccc2c1=O)c1ccccc1Br | 1.4% | 1.9% | -4.2%
COc1ccc(C(=O)NCCc2nnc(SCC(=O)Nc3ccccc3C(C)C)n2C)cc1 | 6.1% | -1.9% | -1.1%
CCOC(=O)C1CCCN(CC(=O)c2c[nH]c3ccc(C)cc23)C1 (stereo unspecified) | -12.5% | 7.1% | 2.5%
COC(=O)CCc1sc(Nc2ccc(Br)cc2)nc1-c1ccc(OC)cc1 | -22.0% | 0.9% | 3.4%
Cc1cc(NC(=O)CSc2nnc(-c3ccc([N+](=O)[O-])cc3)o2)no1 | -6.1% | -0.3% | 3.5%
C/C(CCc1ccccc1)=N/NC(=O)C(=O)NC(C)c1ccccc1 (stereo unspecified) | 6.6% | -2.6% | 2.5%
Nc1nc2ccccc2n1C(=O)c1ccc(F)cc1 | 1.8% | 10.0% | 7.4%
CC(NC(=O)c1ccccc1Br)c1ccc2c(c1)CCCC2 (stereo unspecified) | -24.3% | 7.2% | 0.0%
CCOc1cc(S(=O)(=O)N(CC)CC)ccc1Cl | -5.6% | -1.0% | -5.5%
COC(CNC(=O)C(=O)NCC1CCCN1S(=O)(=O)c1cccs1)OC (stereo unspecified) | -1.1% | 0.4% | ·
Cc1cc(C)nc(N2CCCC(C(=O)NCCc3cccc(F)c3)C2)n1 (stereo unspecified) | -7.9% | 5.6% | 2.1%
O=C1NC(=O)N(c2ccccc2)C1=O | -12.2% | -2.3% | ·
COc1ccc(C2OC(=O)C(C)(C)C(=O)C2(C)C)cc1OC (stereo unspecified) | 6.4% | -23.6% | ·
CC1(C)Cc2c(cnn2-c2ccc(F)cc2)C(NC(=O)Cn2cncn2)C1 (stereo unspecified) | 3.5% | -3.4% | 4.1%[56.1 µM]
c1cncc(-c2noc(-c3cccc4ccccc34)n2)c1 | 1.6% | 27.1% | -6.1%
COc1ccc(CNC(=O)OCCN2CCN(Cc3ccccc3)CCC2=O)cc1 | -6.5% | 12.4% | 5.5%
Nn1cnc2scc(-c3cccs3)c2c1=O | -15.2% | 3.0% | -5.1%
COC(=O)c1ccccc1C(=O)N1CCC(CCC(=O)NC2CC2)CC1 | -0.4% | 2.4% | 3.1%
O=C(O)C1=CC(c2ccc(Br)cc2)n2ncnc2N1 (stereo unspecified) | 1.4% | · | -2.1%[12.3 µM]
O=C(Cn1c(NCCO)nc2ccccc21)c1ccc([N+](=O)[O-])cc1 | 3.6% | -18.0% | ·
CC1CCCCC12NC(=O)N(CC(=O)c1ccc3c(c1)OCO3)C2=O (stereo unspecified) | 4.2% | -11.2% | -2.9%
CCOC(=O)CC(NS(=O)(=O)c1cc(-c2cc(C)no2)ccc1C)c1ccc(C)cc1 (stereo unspecified) | -2.5% | · | 0.0%
Cc1ccc(S(=O)(=O)NNC(=O)C2CC=CCC2C(=O)O)cc1 (stereo unspecified) | 0.3% | 2.5% | 2.3%

Full records, quoted from the list. Order of values: FEN1 inh | N370S GC | TDP1 inh
Cc1ccc(S(=O)(=O)NNC(=O)C2CC=CCC2C(=O)O)cc1 (stereo unspecified) is listed with 0.3% | 2.5% | 2.3%
COc1ccc(C2OC(=O)C(C)(C)C(=O)C2(C)C)cc1OC (stereo unspecified) is listed with 6.4% | -23.6% | ·
COc1ccc(CNC(=O)OCCN2CCN(Cc3ccccc3)CCC2=O)cc1 is listed with -6.5% | 12.4% | 5.5%
COC(=O)c1ccccc1C(=O)N1CCC(CCC(=O)NC2CC2)CC1 is listed with -0.4% | 2.4% | 3.1%
c1cncc(-c2noc(-c3cccc4ccccc34)n2)c1 is listed with 1.6% | 27.1% | -6.1%

More results
SMILES | FEN1 inh | N370S GC | TDP1 inh
COc1ccccc1N1CCN(C(=O)CCCC2=NS(=O)(=O)c3ccccc3N2)CC1 | 17.5% | -1.1% | -2.6%
O=C(NC1CCSC1)c1cccc(Cl)c1 (stereo unspecified) | -2.3% | -16.1% | -4.1%
O=[N+]([O-])c1ccc(/C=C2\CCC(C3=CCCC3)=C2N2CCOCC2)cc1 | 0.3% | 3.8% | -5.3%
CCOC(=O)c1ccc(NC(=S)N(CCN(C)C)C(C)c2ccncc2)cc1 (stereo unspecified) | -3.3% | -6.9% | ·
CS(=O)(=O)N(CC(=O)Nc1ccccc1F)C1CCCCC1 | -3.7% | -14.4% | ·
COC(=O)c1ccc(N2C(=O)CC(N3CCN(C(=O)c4ccco4)CC3)C2=O)cc1 (stereo unspecified) | -7.4% | 3.5% | 0.0%
O=C(Nc1ccc2nc(-c3cccs3)[nH]c2c1)c1cccs1 | -10.3% | 2.5% | 0.0%
COC(=O)c1ccc(NC(=O)CN2CCN(CC#N)CC2)cc1 | -1.5% | -5.8% | ·
CC(C)c1cc(C(=O)O)c2ccccc2n1 | 23.3% | 1.2% | -3.1%
Cc1ccnc2nc(C(=O)NCCc3ccc(F)cc3)nn12 | -5.5% | 6.3% | 5.3%
CN(C)c1ccc(-c2nc(-c3cccs3)c(-c3cccs3)[nH]2)cc1 | -22.9% | · | 11.6%
CCOC(=O)C1(CC2CCCCO2)CCN(C(=O)Nc2ccccc2)CC1 (stereo unspecified) | -2.0% | -9.2% | ·
O=C(Nc1ccc(N2CCOCC2)cc1)c1ccc([N+](=O)[O-])cc1 | 12.1% | -0.8% | 3.8%
Cc1ccc(S(=O)(=O)/C(C#N)=C/c2c(Oc3ccc(Cl)cc3)nc3c(C)cccn3c2=O)cc1 | · | 5.3% | -5.5%
c1ccc(CSc2ccc3nnc(-c4ccccn4)n3n2)cc1 | -1.1% | 8.5% | 4.8%
COC(=O)c1ccc(Nc2nnc(-c3ccc(C)c(S(=O)(=O)NCC4CCCO4)c3)c3ccccc23)cc1 (stereo unspecified) | -1.3% | -9.9% | 2.6%
CCN(CC)c1nc(C#N)cc(-c2ccc(OC)cc2)n1 | -1.0% | 16.0% | ?
CCOCCCNS(=O)(=O)c1ccc2c(c1)CCN2C(C)=O | 0.4% | 5.9% | -1.0%
Cc1cn(C2OC[C@@H](O)[C@@H]2CO)c(=O)[nH]c1=O (stereo partly specified) | -4.9% | 9.6%&-1.5% | 6.2%
Cc1ccc(NC(=O)CCS(=O)(=O)c2ccccc2)cc1S(=O)(=O)N1CCOCC1 | -7.1% | -14.1% | 0.0%
O=C(COc1ccccc1[N+](=O)[O-])N(Cc1ccco1)C1CCS(=O)(=O)C1 (stereo unspecified) | -7.8% | -4.0% | 0.5%
COc1ccc(C)cc1S(=O)(=O)N1CCN(C(=O)c2ncoc2-c2ccc(C)cc2)CC1 | 2.3% | ? | -10.2%
CCOCCCNC(=O)CN1C(=O)COc2ccc(S(=O)(=O)N3CCC(C)CC3)cc21 | -2.9% | -6.9% | 0.9%
CSc1ccccc1NC(=O)CN(C)C(C)C(=O)NC(=O)NC1CCCCC1 (stereo unspecified) | -14.6% | 8.3% | -1.5%
Nc1nonc1-n1nncc1-c1ccccc1 | -1.2% | 5.3% | 2.0%
CNC(=S)N(Cc1ccc(OC)cc1)C1CC(=O)N(c2ccc(C(=O)OC)cc2)C1=O (stereo unspecified) | · | -14.6% | 5.5%
CC1CCCN(C(=O)CCNS(=O)(=O)c2ccc3c(c2)oc(=O)n3C)C1 (stereo unspecified) | -4.4% | -0.9% | 3.0%
Cc1ccc(N(CC(=O)NC2CCCCC2)C(=O)c2ccc(C)s2)cc1 | -18.6% | -0.6% | 0.0%
COc1ccc(-c2nc(SC(CC(=O)NCc3ccccc3)c3ccc(OC)c(OC)c3)n[nH]2)cc1 (stereo unspecified) | -11.0% | -24.1% | 3.4%
CC12CCC(C(N)=O)(c3nc4ccccc4nc31)C2(C)C (stereo unspecified) | -0.6% | -2.4% | -3.3%
COc1ccccc1C(C#N)c1cccc(Cl)n1 (stereo unspecified) | -14.0% | 1.1% | ·
Cc1cc(OCC(=O)N2CCN(c3ccccn3)CC2)c(C)cc1Br | -6.4% | -6.3% | 2.5%

Source: PubChem BioAssay
